Eya2 inh = blocks the phosphatase activity of human Eya2 | O00167 | AID 488837 | actives 0.006% (n = 330,000) | recombinant Eya2, OMFP fluorescence dephosphorylation (OMFP is methylfluorescein phosphate) | Potency, µM (series often up to 76.9 µM), inactives show at the highest dose activity, negative = inhibition, usual class: inhibitors; also: potency is read from the fitted curve at half-maximal effect
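Eya2 (0.2 uM) preincubated 10 min at ambient with compound, then OMFP substrate added at 50 uM; 10 min reaction in 50 mM HEPES pH 7.5, 50 mM NaCl, 5 uM MgCl2, 0.05% BSA, 1 mM DTT. Fluorescence read at Ex 485/Em 525 nm.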
uPA generation = inhibitors of cell surface uPA generation; AID 540303; Potency, µM (doses to about 38.3 µM), for inactives: at the highest dose activity change, negative = inhibition, hits mostly inhibitors; actives 0.31% (n = 330,000); cell surface uPA generation assay, qHTS; active = well fitted inhibition curve with a large enough effect; inconclusive = small, poorly fitted or top-dose-only effect; inactive = no such curve, though single readings can be large or run the other way; tested in mouse RAW 264.7 cells; also: potency is read from the fitted curve at half-maximal effect; nearly all actives have a fitted effect of over 55% in size
Giardia killer = kills Giardia lamblia; activity change, % at 7.66 µM, hits read low; actives 0.15% (n = 340,000); Giardia lamblia trophozoite viability; AID 540267; in the data active = activity change below about -80%; inconclusive = between about -30% and that limit;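 also: parasites exposed to compound for two days anaerobically before the ATP read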
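Viability, read as ATP luminescence: trophozoites at 100 cells/well, compound added, 48 hrs anaerobic at 37 deg C, then 15-30 min room-temperature development before reading.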
GALK inh = galactokinase (human) inhibition; P51570; Purified GALK, Kinase-Glo residual ATP luminescence; Potency, µM (series often up to 57.5 µM), for the others: at the top dose activity change, negative = inhibition, most hits filed as inhibitors; actives 0.007% (n = 270,000); also: potency is read from the fitted curve at half-maximal effect
Target sequence (P51570 whole entry, looked up): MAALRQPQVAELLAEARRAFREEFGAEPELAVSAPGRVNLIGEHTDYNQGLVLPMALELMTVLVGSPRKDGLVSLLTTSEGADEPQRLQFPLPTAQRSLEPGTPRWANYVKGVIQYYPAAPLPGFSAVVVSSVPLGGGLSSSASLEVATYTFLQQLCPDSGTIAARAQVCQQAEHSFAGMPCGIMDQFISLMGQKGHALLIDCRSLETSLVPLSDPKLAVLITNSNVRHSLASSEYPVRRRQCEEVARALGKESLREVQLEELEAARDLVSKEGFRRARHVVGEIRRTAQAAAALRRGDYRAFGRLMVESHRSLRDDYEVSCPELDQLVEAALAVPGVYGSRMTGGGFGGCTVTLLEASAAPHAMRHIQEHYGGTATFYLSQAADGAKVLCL
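Kinase-Glo Plus luminescence measured ATP left after a 1 h room-temperature reaction. The reaction used 5 nM GALK, 100 uM galactose and 35 uM ATP at pH 8.0 (20 mM HEPES, 5 mM MgCl2, 60 mM NaCl, 1 mM DTT, 0.01% BSA).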
B2AR arrestin = agonists driving beta-arrestin recruitment to human beta2-adrenergic receptor | actives 0.02% (n = 330,000) | beta-arrestin recruitment to beta2AR, cell-based reporter | Potency, µM (top dose mostly 46.1 µM), for the others: top-dose activation, usual class: activators | P07550;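 also: potency is read from the fitted curve at half-maximal effect; 0% = DMSO controls and full agonism = EC100 isoproterenol or metaproterenol; nearly all actives have a fitted effect of over 65% in size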
Coupling enz = inhibits coupling enzyme system, counter-screen for aldolase hits; AID 2472; activity change, negative = inhibition, % at 58.2 µM, hits read low; actives 0.67% (n = 290,000); coupling enzyme system counterscreen, AmpLite Red fluorescence; in the data active = activity change below about -30%
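Final compound at 57.5 uM, incubated 10 min at RT with coupling enzyme reagent (glyceraldehyde-3-phosphate), then 20 min with substrate and AmpLite Red detection. Fluorescence read at 525/598 nm; tests interference with the coupling assay, not aldolase inhibition.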
USP2a inh = inhibitors of human ubiquitin-specific protease USP2a; USP2 core, Ub-CHOP2 coupled fluorogenic reporter, 485/531; actives 0.01% (n = 330,000); Potency, µM (highest dose often 38.3 µM), inactives show at the top dose activity change, negative = inhibition, most hits filed as inhibitors; O75604;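 also: potency is read from the fitted curve at half-maximal effect; plate controls were DMSO wells for no effect and full inhibition by NEM control for full effect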
Target sequence (O75604 whole entry, looked up): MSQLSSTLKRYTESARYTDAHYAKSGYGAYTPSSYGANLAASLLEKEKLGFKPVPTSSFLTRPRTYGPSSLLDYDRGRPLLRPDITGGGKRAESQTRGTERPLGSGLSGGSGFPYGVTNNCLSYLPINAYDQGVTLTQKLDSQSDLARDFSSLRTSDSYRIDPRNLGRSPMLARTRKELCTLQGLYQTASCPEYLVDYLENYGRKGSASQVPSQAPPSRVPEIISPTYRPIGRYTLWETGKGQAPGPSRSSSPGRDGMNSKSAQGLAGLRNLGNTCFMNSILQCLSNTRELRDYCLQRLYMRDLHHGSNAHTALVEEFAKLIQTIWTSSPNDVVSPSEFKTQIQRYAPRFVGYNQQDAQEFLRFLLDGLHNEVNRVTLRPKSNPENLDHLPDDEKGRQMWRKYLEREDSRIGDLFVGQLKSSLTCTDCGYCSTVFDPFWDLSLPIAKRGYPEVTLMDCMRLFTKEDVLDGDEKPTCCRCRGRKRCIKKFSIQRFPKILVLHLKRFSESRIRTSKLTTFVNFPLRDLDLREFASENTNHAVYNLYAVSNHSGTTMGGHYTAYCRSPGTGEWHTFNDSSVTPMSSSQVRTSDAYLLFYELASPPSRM
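Cell-free coupled assay: 10nM USP2 core preincubated 30min RT with compound in Tris-HCl pH 8.0/CaCl2/CHAPS buffer, then 25nM Ub-CHOP2 and 25nM reporter substrate; fluorescence (Ex 485/Em 531) read after 60min RT, normalized to NEM inhibition, concentration-response curves fitted.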
KCNH2 WT inh = inhibitors of human wildtype KCNH2 potassium channel | Q12809 | U2OS, BacMam KCNH2, thallium flux FluxOr; stronger effect = lower value | activity change, % at 1.84 µM | actives 0.37% (n = 340,000);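 active = maximum activity change below -70%; inconclusive = maximum activity change between -70% and -50%; inactive = maximum activity change above -50%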
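U2OS cells were transduced with wild-type KCNH2 virus (2.03 x 10^8 / mL) for 4 h at room temperature, then cultured overnight at 37 C. Thallium flux was read with FluxOr dye. Rate constants were normalized to DMSO controls.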
KCNH2 3.1 block = inhibitors of human KCNH2 3.1 potassium channel isoform | AID 720553 | activity change, % (tested at about 1.8 µM) | actives 0.95% (n = 340,000) | U2OS KCNH2 3.1, thallium flux FluxOr; stronger effect = lower value;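 active = maximum activity change below -70%; inconclusive = maximum activity change from -70% to -50%; inactive = maximum activity change above -50%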;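 also: thallium influx rate constant from kinetic fluorescence after stimulation buffer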
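Channel expression came from 3.1 mutant virus (1.77 x 10^8 /mL) applied to suspended U2OS cells for 4 h. Flux was tracked with FluxOr dye plus Red40 quencher, and kinetic rate constants normalized to controls.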
BCR signal inh = blocks chronic active B-cell receptor signaling; AID 493014; actives 0.05% (n = 340,000); Potency, µM (titrated, usually from 46.1 µM), inactives show top-dose ratio change, negative = lower green/red ratio, hits mostly inhibitors; ABC-DLBCL IkBa-CBG/CBR reporter, luminescence ratio, 4 h; active = well fitted inhibition curve with a large enough effect in the signal ratio, with a control signal flat, not every such curve was filed as active; inconclusive = small, poorly fitted or top-dose-only effect, or effect the other way, or a change in a side signal; the % refers to the signal ratio;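 also: potency is read from the fitted curve at half-maximal effect; plate controls were basal doxycycline-induced cells for no effect and cells given 10 µM MG132 for full effect; MG132 reads +100%, hits lower the ratio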
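Concentration-response series (up to 46 uM) were applied to TMD8 dual-reporter cells for 4 h at 37C with doxycycline. Green/red ratio, after filter-overlap correction, defined %Activity; red signal alone was normalised to basal cells and zero luminescence.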
PKM2 activator = activators of human pyruvate kinase M2; P14618; purified PKM2, Kinase-Glo ATP luminescence, activation; response scale: 0% is enzyme alone, no compound; Potency, µM (highest dose often 57.5 µM), for inactives: at the highest dose activation, usual class: activators; actives 0.34% (n = 260,000); also: potency is read from the fitted curve at half-maximal effect; nearly all actives have a fitted effect of over 55% in size
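Kinase-Glo luminescence reports ATP generated from ADP (0.1 mM) and PEP (0.5 mM) by purified hPK-M2 after 1 h at room temperature, pH 7.2 imidazole buffer; intermediate enzyme activity allows detecting inhibitors and activators.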
* = called active by the depositor; ? = inconclusive; / = no result given; [ ] = dose if it differs, or a comment. Unless noted, calls follow the shape of the dose curve; as a rule, active = well fitted curve in the direction sought with a large enough effect; inconclusive = small, poorly fitted or top-dose-only effect, or another doubt; inactive = no such curve, though single readings can be large; an effect the other way counts as inactive or inconclusive. Unless noted, % is scaled to controls: 0 for no effect and ±100 for the full control effect.

Molecule,Eya2 inh,uPA generation,Giardia killer,GALK inh,B2AR arrestin,Coupling enz,USP2a inh,KCNH2 WT inh,KCNH2 3.1 block,BCR signal inh,PKM2 activator
O=C(c1ccco1)N1CCN(C2c3ccccc3-c3ccccc32)CC1,-8%,-9%,13,0%,-0.9%,-2,-2%,7,-16,1%,0%
COc1ccc(C(=O)Nc2ncc3c(n2)CC(C)CC3=O)cc1 (configuration not stated),-16%,4%,-4,5%,-0.6%,0,5%,9,/,?,-7%
COc1ccc(-c2nnc(-c3ccc(N(C)C)cc3)o2)cc1,/,/,9,-1%,/,-1,/,1,4,/,4%
O=C(NC(=S)N1CCCCC1CO)C12CC3CC(CC(C3)C1)C2 (configuration not stated),1%,4%,1,4%,-0.5%,2,12%,-16,-12,?,-1%
CC(=O)Nc1ccc(OCC(O)CN2CCN(Cc3ccccc3)CC2)cc1 (configuration not stated),2%,-11%,-23,0%,0.2%,4,-4%,-1,-7,-1%,2%
O=C(NC1(C(F)(F)F)NC(=O)N(Cc2cccnc2)C1=O)c1cccs1 (configuration not stated),-26%,6%,-19,0%,0.3%,3,0%,-13,-2,-6%,-12%
CCNc1nc(SC(C)C(=O)Nc2ccccc2)nc(N(C)C)n1 (configuration not stated),3%,-7%,9,4%,0.1%,2,-2%,8,-11,-1%,?
CNC(=S)Nc1sc2c(c1C(=O)OC)CCC2,-16%,-3%,0,3%,-0.2%,5,1%,-21,8,14%,-3%
COc1ccc(C(=O)NC(=S)Nc2nc(-c3ccc(OC)c(Br)c3)cs2)cc1Br,-10%,3%,12,-5%,3.4%,/,4%,-3,13,4%,/
COc1cc(NC(=O)c2ccc(-c3csc(C)n3)cc2)c(OC)cc1Cl,?,7%,36[activator],0%,0.0%,0,-1%,4,23,0%,0%
CC(=O)c1cccc(NC(=O)NCCS(C)=O)c1 (configuration not stated),-7%,6%,9,1%,-0.8%,0,-1%,10,-3,?,-10%
CCOc1ccc(S(=O)(=O)NCCC(=O)Nc2ccncc2)cc1,-4%,-3%,-14,/,-0.1%,/,0%,-16,1,-1%,/
CCN(C(=O)COC(=O)c1ccc(N2C(=O)c3ccccc3C2=O)cc1)C1CCS(=O)(=O)C1 (configuration not stated),-1%,5%,-7,-1%,0.1%,-2,2%,-6,4,0%,0%
Cc1ccc(C(=O)Nc2ccc3c(c2)ncn3C)cc1,-10%,-5%,-23,0%,0.0%,-1,1%,-10,-4,-18%,-13%
COc1cc(S(=O)(=O)N2CCCN(C)CC2)ccc1NC(C)=O,-13%,0%,4,7%,-0.1%,4,2%,-4,-13,-2%,/
Cc1cc(-c2ccccc2)c(C#N)c(=S)[nH]1,8%,-7%,3,0%,-0.3%,2,0%,3,-26,?,-5%
O=C(Cc1ccccc1Cl)Nc1cccc(S(=O)(=O)N2CCCCCC2)c1,-6%,-1%,-10,/,0.5%,/,-12%,0,-8,-15%,/
C=CCOc1ccc(C=Nc2ccc(OC)cc2)c(O)c1,-9%,-2%,-8,-3%,-0.3%,-2,-2%,5,5,4%,1%
COc1ccc2nc(SCC(=O)Nc3ccc4c(c3)OCCO4)[nH]c2c1,9%,-5%,-9,-3%,-0.7%,0,-2%,-2,-3,?,15%
COc1ccc(C(=O)C(C)OC(=O)c2cccc(S(=O)(=O)Nc3c(C)n(C)n(-c4ccccc4)c3=O)c2)cc1 (configuration not stated),-13%,-8%,-5,/,-0.4%,/,3%,7,1,2%,/
COc1ccc(OC)c(NC(=O)C2CC2c2ccccc2)c1 (configuration not stated),-8%,31%[activator],50[activator],3%,-0.2%,2,-3%,-7,-31,?,-9%
COc1ccccc1CNC(=O)C(NC(=O)c1ccccc1C)C(C)C (configuration not stated),-14%,-4%,-1,5%,0.0%,3,0%,-7,-13,3%,-8%
Cc1ccc2c(CC(=O)N3CCN(S(=O)(=O)c4ccccc4)CC3)coc2c1,-2%,3%,10,/,-0.1%,/,1%,-8,5,1%,/
Cc1ccc(-c2cc(C(=O)N3CCCC3)no2)cc1,2%,?,?,-3%,-0.3%,6,-1%,-15,1,?,-14%
COC(=O)c1sccc1NC(=O)c1ccncc1,-4%,-5%,-14,-1%,-0.9%,1,-3%,-12,7,?,6%
Cc1c(CNCCc2ccc(Cl)cc2)c(C(=O)O)c(C)n1Cc1ccccc1,2%,10%,16,0%,0.3%,0,12%,11,-5,?,/
Cc1ccc(S(=O)(=O)N[C@H](C(=O)OCn2nnc3ccccc3c2=O)C(C)C)cc1,0%,6%,-18,-1%,-0.1%,3,3%,13,3,-1%,7%
CC1(C)CC(=O)C(C(C2=C(O)CC(C)(C)CC2=O)c2ccco2)C(=O)C1 (configuration not stated),3%,2%,-3,-3%,-0.4%,/,0%,-1,12,7%,6%
Cc1ccc(C(=O)NC2CCN(C(=O)Nc3ccccc3Cl)CC2)cc1,-21%,/,-8,3%,0.4%,2,1%,-9,7,0%,/
O=c1[nH][nH]c(-c2ccccc2O)c1C(C[N+](=O)[O-])c1ccccc1 (configuration not stated),-8%,-19%,-8,0%,-0.2%,2,1%,0,-7,0%,-1%
Cc1ccc(-c2nnc(SCC(=O)N/N=C/c3ccc(C)s3)n2-c2ccc(C)cc2)cc1,-14%,2%,11,-2%,0.3%,15,3%,-6,-14,?,5%
OC(CNCC1CCCO1)Cn1c2ccc(Cl)cc2c2cc(Cl)ccc21 (configuration not stated),-7%,1%,-11,3%,-0.3%,0,-5%,?,-99*,0%,0%
CCCN1C(=O)C2(SC(NC(C)=O)=NN2C(C)=O)c2cc(C)ccc21 (configuration not stated),-26%,3%,-3,0%,-0.1%,-2,4%,0,-12,0%,1%
COc1ccccc1N=NC1=C(O)CC(C)(C)CC1=O,-2%,4%,-1,/,-0.4%,2,-13%,-4,1,0%,-3%
CNS(=O)(=O)c1cccc(C(=O)OCC(=O)/C=C2/N(C)c3ccccc3C2(C)C)c1,-4%,-5%,14,0%,5.4%,-12,1%,14,2,-6%,5%
O=C(CSc1nncn1-c1ccccc1)c1c[nH]c2ccccc12,-2%,-1%,?,3%,-0.3%,0,2%,-3,-4,-9%,-1%
Cc1cc(C)nc(Nc2n[nH]c(-c3ccc(N)cc3)n2)n1,-39%,-5%,-11,-4%,-0.1%,-2,0%,-21,-2,?,1%
Cc1cc(C)c(NC(=O)c2ccc[n+](Cc3ccc([N+](=O)[O-])cc3)c2)c(C)c1,6%,-6%,3,0%,-0.2%,2,0%,2,3,-2%,-3%
CCOCCCNC(=O)c1c(N)n(-c2ccc3c(c2)OCO3)c2nc3ccccc3nc12,4%,6%,2,8%,-0.4%,-35*,-3%,11,-1,16%,7%
Cc1cc(C(C)(C)C)cc(S(=O)(=O)NCC(=O)O)c1C,-20%,-4%,-1,-1%,-0.3%,16,0%,4,-12,5%,-1%
O=C(O)c1cc(-c2ccco2)nn1-c1ccc(Cl)cc1,-2%,0%,0,1%,0.1%,6,-19%,-2,4,0%,-20%
C[C@H](CO)N1C[C@H](C)[C@@H](CN(C)C(=O)NC2CCCCC2)Oc2c(NC(=O)Nc3ccc4c(c3)OCO4)cccc2C1=O,-14%,9%,27,/,-0.6%,/,4%,40,-2,0%,/
CN1CCN(C(CNC(=O)C(=O)Nc2ccc3c(c2)OCCO3)c2ccc(F)cc2)CC1 (configuration not stated),13%,3%,23,/,0.0%,/,0%,19,4,-7%,/
CCCCn1nc2cc(C(=O)NCc3cc(C(F)(F)F)cc(C(F)(F)F)c3)ccc2c1OC,11%,0%,0,-4%,-1.1%,-8,0%,-3,-30,6%,-2%
CCn1c2ccccc2c2nnc(SCc3ccccc3)nc21,-2%,-3%,4,-1%,0.1%,2,0%,-1,-10,?,-3%
Cc1nn(S(=O)(=O)c2ccccc2)c(C)c1S(=O)(=O)N1CCC(C)CC1,-21%,19%,-28,0%,-0.1%,0,-7%,-8,3,1%,/
CCOc1ccc(NC(=O)C2CC(=O)N(c3ccccc3F)C2)cc1 (configuration not stated),15%,0%,-10,-2%,-0.1%,0,0%,-4,-14,4%,-2%
CC(C(=O)Nc1nc(-c2ccc(F)cc2)cs1)N1C(=O)C2CC=CCC2C1=O (configuration not stated),5%,-1%,-10,/,-0.1%,/,3%,-3,4,3%,/

Screening results (PubChem)
